Coupling enz – qHTS Assay for Inhibitors of Fructose-1,6-bisphosphate Aldolase from Giardia Lamblia: Coupling assay counterscreen. coupling enzyme system counterscreen, AmpLite Red fluorescence. activity change, negative = inhibition, % at 58.2 µM, hits read low. 290,000 tested, 0.67% active. AID 2472, 2010; in the data active means activity change below about -30%; further: on the % scale 0 is the no-effect control and ±100 the full control effect
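Compounds tested against the coupling enzymes alone at 57.5 uM final; readout was AmpLite Red fluorescence (525/598 nm) after 20 min at RT.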
NPC1 prom act – qHTS Assay for NPC1 Promoter Activators; Huh7 NPC1 promoter luciferase reporter, 24 h; Potency, µM (highest dose often 9.22 µM), for the others: at the top dose activation, hits mostly activators; 320,000 tested, 2.4% active;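 further: potency means the concentration at half of the fitted maximal effect; % of control where 0% means no effect; nearly all actives have a fitted effect of over 60% in size; reporter is driven by a mutant NPC1 promoter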
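Stable NPC1-promoter luciferase Huh7 line; cpd (DMSO) 24 h, 37 °C, 5% CO2; Amplite luciferase reagent 10 min RT; luminescence readout. qHTS format.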
VP16 counter – VP16 counterscreen qHTS for inhibitors of ROR gamma transcriptional activity. 310,000 tested, 3.5% active. Drosophila S2 Gal4-VP16 UAS-luciferase, luminescence, 20 h. Potency, µM (doses to about 53.6 µM), inactives show top-dose activity, negative = inhibition, actives largely listed as inhibitors. AID 2546, 2010;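 further: Gal4-VP16 expression switched on by copper sulfate through the metallothionein promoter; potency means the concentration at half of the fitted maximal effect; on the % scale 0 is the no-effect control and ±100 the full control effect; nearly all actives have a fitted effect of over 50% in size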
FLuc counter – qHTS profiling assay for firefly luciferase inhibitor/activator using purifed enzyme and Km concentrations of substrates (counterscreen for miR-21 project). Luciferin 4-monooxygenase (Photinus pyralis), P08659. purified FLuc, Km substrates, luminescence inhibition. Potency, µM (top dose mostly 57.5 µM), for the others: at the top dose activity change, negative = inhibition, usual class: inhibitors. 360,000 tested, 6.9% active. AID 588342, 2011;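 further: potency means the concentration at half of the fitted maximal effect; plate controls were vehicle for no effect and reference inhibitor for full effect; nearly all actives have a fitted effect of over 55% in size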
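Purified P. pyralis luciferase, 10 nM final, with Km-level 10 uM D-luciferin and 10 uM ATP in 50 mM Tris acetate pH 7.5, 10 mM Mg acetate, 0.01% Tween-20, 0.05% BSA; 6-point qHTS titration about 60 µM downward; luminescence read.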
KCNH2 3.1 inh – qHTS for Inhibitors of KCHN2 3.1: Mutant qHTS. 340,000 tested, 0.95% active. AID 720553, 2013. activity change, % (tested at about 1.8 µM). U2OS KCNH2 3.1, thallium flux FluxOr; hits give low values. Potassium voltage-gated channel subfamily H member 2, brain isoform KCNH2 3.1 (human);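 active means maximum activity change below -70%; inconclusive means maximum activity change from -70% to -50%; inactive means maximum activity change above -50%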;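 further: thallium influx rate constant from kinetic fluorescence after stimulation buffer; on the % scale 0 is the no-effect control and ±100 the full control effect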
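Kinetic fluorescence (2 min after stimulation buffer) measures Tl+ influx through KCNH2 3.1 expressed by viral transduction in U2OS cells; the rate constant is normalized against DMSO controls serving as positive and negative references.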
RORg inh – qHTS for inhibitors of ROR gamma transcriptional activity; Nuclear receptor ROR-gamma (Mus musculus), P51450; Drosophila S2 Gal4-RORgamma UAS-luciferase reporter, 20 h; Potency, µM (top dose mostly 53.6 µM), inactives show at the highest dose activity change, negative = inhibition, hits mostly inhibitors; 310,000 tested, 5.4% active; AID 2551, 2010; further: potency means the concentration at half of the fitted maximal effect; on the % scale 0 is the no-effect control and ±100 the full control effect; nearly all actives have a fitted effect of over 60% in size
Target sequence (P51450 whole entry, looked up, the tested form may be a part): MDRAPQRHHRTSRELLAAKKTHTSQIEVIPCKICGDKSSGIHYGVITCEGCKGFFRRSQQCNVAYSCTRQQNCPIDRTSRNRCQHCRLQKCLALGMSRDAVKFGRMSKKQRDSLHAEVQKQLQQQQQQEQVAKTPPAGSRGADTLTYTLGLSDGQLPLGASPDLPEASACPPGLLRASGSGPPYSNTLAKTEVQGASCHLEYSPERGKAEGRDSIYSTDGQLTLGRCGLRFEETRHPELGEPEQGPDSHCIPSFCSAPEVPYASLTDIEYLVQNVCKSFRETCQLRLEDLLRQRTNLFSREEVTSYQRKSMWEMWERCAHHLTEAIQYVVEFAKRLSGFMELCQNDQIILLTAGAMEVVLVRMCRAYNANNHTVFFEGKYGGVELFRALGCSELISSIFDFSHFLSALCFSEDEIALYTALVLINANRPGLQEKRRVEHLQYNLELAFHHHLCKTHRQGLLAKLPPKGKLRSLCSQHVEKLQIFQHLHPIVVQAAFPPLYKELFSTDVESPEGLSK
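Compounds are pin-transferred onto Drosophila Schneider cells expressing a copper-inducible Gal4–ROR gamma transactivation domain fusion. After 1 hr, copper sulfate is added to 700 uM final; luciferase is read 20 hr later.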
Tb PFK inh – qHTS Assay to Find Inhibitors of T. brucei phosphofructokinase | T. brucei PFK, ADP-Glo luminescence | Potency, µM (top dose mostly 57.5 µM), inactives show at the highest dose activity, negative = inhibition, actives largely listed as inhibitors | 330,000 tested, 0.17% active | ATP-dependent 6-phosphofructokinase (Trypanosoma brucei brucei), O15648 | AID 485367, 2010;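 further: potency means the concentration at half of the fitted maximal effect; 0% = uninhibited 1x PFK enzyme wells and -100% = no-enzyme wells; nearly all actives have a fitted effect of over 60% in size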
Target sequence (O15648 whole entry, looked up): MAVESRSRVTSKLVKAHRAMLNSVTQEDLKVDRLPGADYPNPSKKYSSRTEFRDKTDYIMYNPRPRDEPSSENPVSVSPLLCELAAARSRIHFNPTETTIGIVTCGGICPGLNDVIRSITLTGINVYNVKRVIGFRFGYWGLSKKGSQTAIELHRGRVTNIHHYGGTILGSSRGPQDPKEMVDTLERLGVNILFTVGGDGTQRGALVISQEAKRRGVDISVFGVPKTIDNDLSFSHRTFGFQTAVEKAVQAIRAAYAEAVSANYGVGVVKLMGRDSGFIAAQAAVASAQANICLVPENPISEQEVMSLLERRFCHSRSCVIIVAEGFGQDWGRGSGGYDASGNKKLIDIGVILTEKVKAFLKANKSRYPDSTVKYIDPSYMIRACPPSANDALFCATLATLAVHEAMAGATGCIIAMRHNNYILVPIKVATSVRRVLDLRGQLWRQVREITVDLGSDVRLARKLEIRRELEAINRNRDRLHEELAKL
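Activity is normalized to no-enzyme wells (full inhibition) and 1.25 nM enzyme wells (no inhibition). Reaction: 0.5 mM F6P, 0.1 mM ATP, 45 min RT, ADP-Glo luminescence; concentration-response curves fitted and classed by quality.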
Rab9 prom act – qHTS Assay for Rab9 Promoter Activators; Huh7 Rab9 promoter-luciferase reporter, luminescence, 24 h; Potency, µM (series often up to 9.22 µM), for the others: at the top dose activation, negative = inhibition, usual class: activators; 320,000 tested, 2.8% active; AID 485297, 2010; further: potency means the concentration at half of the fitted maximal effect; % of control where 0% means no effect; nearly all actives have a fitted effect of over 60% in size
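Measured in stably transfected Huh7 cells bearing a Rab9 promoter–luciferase construct: 24 h compound treatment at 37 °C, followed by luminescence detection.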
ELG1 genotox – qHTS screen for small molecules that induce genotoxicity in human embryonic kidney (HEK293T) cells expressing luciferase-tagged ELG1. HEK293T ELG1-luciferase reporter, luminescence, 16 h. Potency, µM (highest dose often 46 µM), for inactives: at the top dose activity change, positive = activation, usual class: activators. 330,000 tested, 1.3% active. AID 504466, 2011; further: potency means the concentration at half of the fitted maximal effect; % of control where 0% means no effect; nearly all actives have a fitted effect of over 60% in size
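Genotoxicity was scored as increased ELG1-luciferase reporter signal, measured by ONE-Glo luminescence (30 min, room temperature). Compound or vehicle exposure of the HEK293T reporter cells lasted 16 hr at 37°C.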
uPA surface inh – qHTS for Inhibitors of Cell Surface uPA Generation; cell surface uPA generation assay, qHTS; Potency, µM (doses to about 38.3 µM), for the others: at the highest dose activity change, negative = inhibition, most hits filed as inhibitors; AID 540303, 2011; 330,000 tested, 0.31% active; active means well fitted inhibition curve with a large enough effect; inconclusive means small, poorly fitted or top-dose-only effect; inactive means no such curve, though single readings can be large or run the other way; tested in mouse RAW 264.7 cells; further: potency means the concentration at half of the fitted maximal effect; on the % scale 0 is the no-effect control and ±100 the full control effect; nearly all actives have a fitted effect of over 55% in size
Giardia kill – Small Molecules that selectively kill Giardia lamblia: qHTS. Giardia lamblia trophozoite viability. activity change, % at 7.66 µM, hits read low. 340,000 tested, 0.15% active. AID 540267, 2011; in the data active means activity change below about -80%; inconclusive means between about -30% and that limit;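 further: parasites exposed to compound for two days anaerobically before the ATP read; on the % scale 0 is the no-effect control and ±100 the full control effect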
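Killing of trophozoites was scored by loss of ATP luminescence after a 48 hrs anaerobic exposure to compounds at 37 deg C, using 100 cells per well.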
* marks the source's active call; other numbers are inactive results; ? = inconclusive; . = not tested or not shown; & = joins results of further samples; ! = repeats disagree; [ ] = another dose, or the depositor's remark. Unless noted, the call rests on the fitted dose curve; in most records, active means well fitted curve in the direction sought with a large enough effect; inconclusive means small, poorly fitted or top-dose-only effect, or another doubt; inactive means no such curve, though single readings can be large; an effect the other way counts as inactive or inconclusive.

item	SMILES	VP16 counter	uPA surface inh	NPC1 prom act	KCNH2 3.1 inh	Giardia kill	FLuc counter	Rab9 prom act	Tb PFK inh	RORg inh	Coupling enz	ELG1 genotox
1	COC(=O)Nc1sc2c(c1C(=O)N1CCOCC1)CCC(C)C2 (stereo not given)	-1%	.	1%	-2	-5	2%	-1%	0%	22%	-6	5%
2	COC(=O)CN(C#N)c1nc(C)cc(C)n1	0%	2%	-1%	9	5	4%	-2%	0%	1%	1	1%
3	Cc1ccc(N2C(=O)CSC2c2c(F)cccc2Cl)cc1 (stereo not given)	2%	-2%	2%	8	1	2%	3%	-2%	13%	4	-3%
4	COc1ccc(-n2c(SCC(=O)N3CCCCC3)nnc2-c2cccnc2)cc1	20%	-1%	5%	-2	-5	-4%	12%	1%	2%	1	-7%
5	N#Cc1cccnc1N1CCN(C(=O)c2cccc3c2C(=O)c2ccc(-c4ccc(F)cc4OCc4ccccc4)cc2S3(=O)=O)CC1	.	-8%	.	-36	-9	.	.	7%	.	.	-8%
6	S=c1[nH]c2ccccc2n1Cc1ccccc1	7.1µM*	1%	1%	-6	15	-24%	-2%	-9%	?	0	11%
7	CCOC(=O)C1=C(C)OC(N)=C(C#N)C1c1cc2c(cc1[N+](=O)[O-])OCO2 (stereo not given)	25%	-5%	-10%	-1	-10	-16%	-4%	1%	-42%	-13	-8%
8	CCOC(=O)/C(=C\Nc1ccc(OC(F)(F)F)cc1)Sc1ncc(C(F)(F)F)cc1Cl	13%	8%	0%	-24	-5	-1%	2%	0%	0%	-13	3%
9	Cc1ncsc1CCOC(=O)c1cccc([N+](=O)[O-])c1	15%&-12%	0%&-1%	-2%&0%	-12&18	13&4	19µM*!	-5%&-7%	1%&4%	-6%&-1%	1&-2	1%&0%
10	Cc1ccc(S(=O)(=O)N2CCCC2CNC(=O)C(=O)Nc2ccc(F)cc2F)cc1 (stereo not given)	.	-3%	-2%	2	7	-8%	-3%	5%	.	.	-2%
11	COc1ccc(/C=C2\SC(=O)N(CCC(=O)Nc3ccc(S(=O)(=O)Nc4nccs4)cc3)C2=O)cc1	-15%	-16%	19%	0	0	?	4%	1%	9%[10 µM]	2	14%
12	O=C(Nc1ccc(Cl)cc1C(=O)NCCN1CCOCC1)c1ccc(Cl)cc1Cl	0%	3%	-4%	7	-7	-14%	0%	-4%	-29%	-3	-1%
13	CCOc1ccc(Br)cc1S(=O)(=O)N1CCC(C(=O)O)CC1	-15%[10 µM]	-5%	-1%	-119*	-20	-13%	-14%	4%	0%	5	3%
14	S=C(c1ccc(-c2cc(Cl)ccc2Cl)o1)N1CCOCC1	.	-2%	1%	-2	-7	?	-3%	-3%	26%[0.365 µM]	-1	0%
15	CCCc1cc(=O)[nH]c(SCc2ccc(C#N)cc2)n1	2%	4%	1%	-1	-10	-2%	-6%	-4%	3%	4	-1%
16	COc1ccc(-c2cc3ccccc3oc2=O)cc1NC(=O)c1ccc(Br)o1	?	3%	?	-15	9	2%	?	0%	?	0	?
17	CCCC1=[N+](CC(C)=O)CCn2c(C)ccc21	-1%	3%	-5%	-6	1	-1%	4%	-6%	-22%	-4	0%
18	CC(C)(C)NC(=O)COc1ccc(-c2ccccc2)cc1	14%	.	?	-13	-18	19µM*	23%	6%	?	1	?
19	CC(=O)N(Cc1cc2cc(C)c(C)cc2n2nnnc12)CC1COCCO1 (stereo not given)	-4%	.	2%	3	-9	10%	0%	1%	-14%	3	4%
20	CCN(CC)S(=O)(=O)c1cccc(NC(=O)CNC2CCCCCC2)c1	-12%	?	-4%	-18	4	-2%	-10%	-1%	16%	0	-1%
21	Cc1ncc(CN2CCCC(C(=O)Nc3ccc(-c4ccco4)cc3)C2)cn1 (stereo not given)	3%	-18%	2%	5	-25	0%	-2%	?	-6%	.	-1%
22	CCCN(CCC)CCCNC(=O)c1cn(CC)c2ccc(S(=O)(=O)N(C)C3CCCCC3)cc2c1=O	-7%	5%	3%	?	-13	1%&3%	3%	-6%	12%	5	7%
23	Cc1cc(C(F)(F)F)n2nc(-c3cnn(C)c3C(F)(F)F)c(Br)c2n1	4%	2%	0%	-12	-10	3%	-10%	-3%	11%	5	3%
24	CCc1ccc(NC(=S)N(CCN(C)C)C(C)c2ccncc2)cc1 (stereo not given)	4%	-6%	-3%	-10	6	3%	0%	-9%	?	-3	0%
25	COC(=O)c1c(NC(=O)C(C)(C)C)sc2c1CCN(Cc1ccccc1)C2	-8%	10%	-3%	-9	-23	0%	-3%	-4%	21%	3	-7%
26	CC1Nc2ncnc(N3CCN(c4ccccn4)CC3)c2N(Cc2ccccc2)C1=O (stereo not given)	.	3%	-4%	-8	23	1%	1%	6%	.	.	3%
27	CCOc1ccccc1NC(=O)CSc1nc2[nH]ncc2c(=O)[nH]1	.	-1%	4%	-5	0	6%	-2%	-6%	.	.	4%
28	Cn1c(/N=C/c2cccs2)nc2ccccc21	-7%	-3%	-2%	-9	-2	1.1µM*	-8%	-1%	-6%	-2	2%
29	Cc1nc(-c2ccc(F)cc2)c(CC(=O)N2CCN(S(=O)(=O)c3cccc([N+](=O)[O-])c3)CC2)s1	.	2%	8%	6	3	5%	4%	16%	.	.	-8%
30	COc1ccc(S(=O)(=O)N2CCOCC2)cc1NC(=O)CSc1ccccc1	.	-3%	1%	-2	14	3%	0%	-28%	.	-1	-4%

Continued, overlapping the part above by 4 compounds.
item	SMILES	VP16 counter	uPA surface inh	NPC1 prom act	KCNH2 3.1 inh	Giardia kill	FLuc counter	Rab9 prom act	Tb PFK inh	RORg inh	Coupling enz	ELG1 genotox
27	CCOc1ccccc1NC(=O)CSc1nc2[nH]ncc2c(=O)[nH]1	.	-1%	4%	-5	0	6%	-2%	-6%	.	.	4%
28	Cn1c(/N=C/c2cccs2)nc2ccccc21	-7%	-3%	-2%	-9	-2	1.1µM*	-8%	-1%	-6%	-2	2%
29	Cc1nc(-c2ccc(F)cc2)c(CC(=O)N2CCN(S(=O)(=O)c3cccc([N+](=O)[O-])c3)CC2)s1	.	2%	8%	6	3	5%	4%	16%	.	.	-8%
30	COc1ccc(S(=O)(=O)N2CCOCC2)cc1NC(=O)CSc1ccccc1	.	-3%	1%	-2	14	3%	0%	-28%	.	-1	-4%
31	O=C(OCCc1cc2ccccc2c(=O)o1)c1cccs1	.	-9%	26%	-14	6	4.3µM*	1%	0%	.	.	-1%
32	CCOc1ccccc1-n1nnnc1SCC(=O)NC(=O)NCc1ccco1	8%	2%	8%	3	-11	4%	-1%	?	12%[10 µM]	-1	-10%
33	Clc1ccc(COc2ccccn2)cc1Cl	6%	-2%	-37%[inhibitor]	.	3	-2%	0%	17µM*	8%	-4	-1%
34	COc1ccc(-n2nnnc2-c2cccc(OC)c2)cc1	-3%[0.365 µM]	-11%	-26%	-19	5	1%	-31%[inhibitor]	-4%	-3%	-4	20%
35	Cc1nc(NC(C)(C)CO)c([N+](=O)[O-])cc1[N+](=O)[O-]	0%	5%	0%	.	-16	5%	1%	-6%	-32%	5	-5%
36	COc1ccc(-n2nc(C(=O)NCC(=O)NC3CCCC(C)C3C)c3ccccc3c2=O)cc1 (stereo not given)	0%	6%	-1%	22	-18	?	2%	2%	?	0	-21%
